Screens: PubChem, National Center for Advancing Translational Sciences (NCATS)
B2AR arrestin – recruits beta-arrestin to the human beta2-adrenergic receptor; Potency, µM (highest dose often 46.1 µM), for inactives: top-dose activation, actives largely listed as activators; beta-arrestin recruitment to beta2AR, cell-based reporter; hit rate 0.02% among 330,000; AID 492947; P07550;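 also: potency is read from the fitted curve at half-maximal effect; 0% = DMSO controls and full agonism = EC100 isoproterenol or metaproterenol; nearly all actives have a fitted effect of over 65% in size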
p53 reactivator – restores transcriptional activity of mutant p53. hit rate 0.063% among 320,000. AID 504706. Potency, µM (highest dose often 92.2 µM), inactives show top-dose activity change, positive = activation, hits mostly activators. H1299 p53-A138V BP100-luciferase reporter, luminescence, 24 h; also: potency is read from the fitted curve at half-maximal effect; % of control where 0% means no effect; nearly all actives have a fitted effect of over 45% in size
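H1299 (p53-null), stable ts p53-A138V + BP100-Luc; 1000 cells/well, Opti-MEM/10% FBS; cpd 4 pt, 1:5; 24 h, 37 deg C, 5% CO2; detection reagent 10 min RT; luminescence.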
TRPV1 agonist – human TRPV1 agonism; TRPV1-expressing cells, Fluo-8 calcium influx, agonist mode; hit rate 0.19% among 320,000; activation, % at 8.33 µM; AID 540275; in the data active = activation above about 80%; inconclusive = between about 30% and that limit; also: 0% is about no effect
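Fluo-8 calcium influx in TRPV1-expressing cells, kinetic read (ex 480/em 520 nm). Compound added and read 3 min for agonist activity, followed by capsaicin at EC20 final and 2 min further read for enhancement.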
MLL CXXC-DNA inh – blocks binding of human MLL CXXC domain to DNA; Potency, µM (titrated, usually from 115 µM), inactives show at the top dose activity change, negative = inhibition, usual class: inhibitors; MLL-CXXC / FITC-HOXA9 DNA fluorescence polarization; AID 2662; hit rate 0.037% among 290,000; Q03164; active = well fitted inhibition curve with a large enough effect in the polarisation, with a control signal flat, not every such curve was filed as active; inconclusive = small, poorly fitted or top-dose-only effect, or effect the other way, or a change in a side signal; inactive = no such curve, though single readings can be large or run the other way; the % refers to the polarisation; also: potency is read from the fitted curve at half-maximal effect
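Steps: dispense CXXC domain solution (7 uM) → pin compounds or unlabeled HOX-A9 DNA control → 5 min ambient → add FLSN-HOX-A9 solution (50 nM) → spin → 30 min ambient → fluorescence polarization. Tris pH 7.5/NaCl/DTT/BSA buffer.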
ELG1 repair inh – ELG1-dependent DNA repair inhibition | Potency, µM (highest dose often 46.1 µM), for the others: top-dose activity change, negative = inhibition, usual class: inhibitors | HEK293T ELG1-luciferase reporter, luminescence, 16 h; DNA damage induced by 5-fluorouridine | AID 504467 | hit rate 2.3% among 330,000; also: potency is read from the fitted curve at half-maximal effect; % is scaled to controls: 0 for no effect and ±100 for the full control effect; nearly all actives have a fitted effect of over 55% in size
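HEK293T cells expressing luciferase-tagged ELG1 (2,000/well) received 5-Fluorouridine plus compound or DMSO for 16 hr at 37 °C. Luciferase was read by ONE-Glo luminescence after 30 min at room temperature.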
TSG101-PTAP inh – blocks PTAP/TSG101 interaction to inhibit HIV-1 budding; Q99816; Fluorescence polarization, FITC-PTAP peptide / Tsg101 binding; Potency, µM (series often up to 115 µM), without a hit: top-dose activity change, negative = inhibition, actives largely listed as inhibitors; 340,000 tested, under 10 active; AID 493005; active = well fitted inhibition curve with a large enough effect in the main read-out, with a control signal flat, not every such curve was filed as active; inconclusive = small, poorly fitted or top-dose-only effect, or effect the other way, or a change in a side signal; inactive = no such curve, though single readings can be large or run the other way; also: potency is read from the fitted curve at half-maximal effect; % of control where 0% means no effect
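Tsg101 binding domain (10 uM final) was mixed with compound and a FITC-labeled PTAP peptide (50 nM final) in HEPES pH 7.5 buffer with NaCl, Tween 20, EDTA and TCEP; fluorescence polarization was read after 20 min at r.t.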
AT treatment – potential ataxia-telangiectasia treatment; hit rate 0.19% among 320,000; Potency, µM (top dose mostly 57.5 µM), for the others: at the highest dose activation, most hits filed as activators; […] A-T fibroblasts, KAP-1 phosphorylation AlphaLISA; neocarzinostatin DNA damage 30 min before lysis; also: potency is read from the fitted curve at half-maximal effect; % of control where 0% means no effect; nearly all actives have a fitted effect of over 45% in size
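ATM-like activity read as KAP-1 phosphorylation via AlphaLISA donor/acceptor antibody pairs after lysis and 6 hr at 25C. Cells were ATM-null patient fibroblasts ([…], hTERT), dosed 60 min, then exposed to the DSB inducer NCS for 30 min.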
a7 integrin act – integrin-mediated muscular dystrophy alleviation activation; AID 624291; Potency, µM (titrated, usually from 38.3 µM), for inactives: at the highest dose activation, hits mostly activators; hit rate 0.064% among 350,000; alpha7betagal myoblasts, beta-gal FDG fluorescence, 48 h;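 also: potency is read from the fitted curve at half-maximal effect; 100% = response of the positive control SU9516; nearly all actives have a fitted effect of over 60% in size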
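alpha7betagal+/- myoblasts (passage 13, 250/well) treated 48 h at 37C with compounds at 1:260 dilution of DMSO stock. Lysed, then beta-galactosidase activity read as FDG fluorescence (ex 480/em 540) after 30 min, with pre-read for autofluorescence.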
BRCA1 expr up – increases BRCA1 expression | hit rate 1.1% among 380,000 | MCF7-BRCA1-FFLuc reporter, luminescence, 48 h; response scale: scaled: vehicle 0%, 10 µM genistein 100% | Potency, µM (titrated, usually from 46.1 µM), without a hit: at the highest dose activation, usual class: activators | AID 624202; also: potency is read from the fitted curve at half-maximal effect; nearly all actives have a fitted effect of over 80% in size; some results filed as inactive show a strong effect at the top dose
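Reporter cells (MCF7, BRCA1 promoter-firefly luciferase) received library compounds across a concentration series for 48 h. End-point luminescence was measured and concentration-effect curves derived after normalization.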
TCR act – T cell receptor activation. primary human leukocytes, anti-CD3, IL-2 HTRF, 48 h. Potency, µM (titrated, usually from 9.22 µM), without a hit: top-dose activation of IL-2 secretion, hits mostly activators. 330,000 tested, under 10 active. AID 504894; also: % of control where 0% means no effect
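IL-2 produced over 48 hr by a-CD3 bead-stimulated primary human leukocytes exposed to compounds was detected with a homogeneous time-resolved FRET immunoassay, 665nm acceptor signal after 320nm excitation.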
Numbers without * were called inactive; ? = inconclusive; . = no result given; [ ] = another dose, or the depositor's remark. Unless noted, calls follow the shape of the dose curve; as a rule, active = well fitted curve in the direction sought with a large enough effect; inconclusive = small, poorly fitted or top-dose-only effect, or another doubt; inactive = no such curve, though single readings can be large; an effect the other way counts as inactive or inconclusive.

SMILES | B2AR arrestin | p53 reactivator | TRPV1 agonist | MLL CXXC-DNA inh | ELG1 repair inh | TSG101-PTAP inh | AT treatment | a7 integrin act | BRCA1 expr up | TCR act
CCOC(=O)C1CCN(Cc2cnc(Oc3ccc(N)cc3)s2)CC1 | ? | ? | 14 | 7% | 8% | -5% | . | 10% | 14% | 1%
CC(C)C(NS(=O)(=O)c1cccs1)C(=O)NCCCN1CCCCCC1 (centres undefined) | -0.3% | 14% | 0 | 20% | 1% | -4% | 0% | 12% | 0% | 2%
COc1ccc(S(=O)(=O)NCC2CCCN(C(=O)c3occc3C)C2)cc1 (centres undefined) | -0.7% | -5% | 1 | -2% | -30% | -3% | -1% | -32% | 13% | 4%
N#CCNC1CC(=O)N(c2ccc(F)cc2)C1=O (centres undefined) | 0.1% | . | -2 | -3% | 6% | 5% | 4% | 16% | 1% | 3%
O=C1c2ccccc2C(=O)N1CN(C(=O)COc1ccc(Cl)cc1Cl)c1cccc(F)c1 | -0.9% | ? | 4 | 2% | 28% | 0% | 4% | 16% | -25% | -19%[46.1 µM]
CCNc1nc(NCC)nc(N(C#N)CCOc2ccccc2)n1 | 0.5% | -3% | 6 | -5% | -24% | -3% | 7% | -5% | 4% | -7%
Cc1c(N2C(=O)C3C4C=CC(C4)C3C2=O)c(=O)n(-c2ccccc2)n1C (centres undefined) | 0.0% | -5% | -6 | 1% | -10% | -2% | 9% | 1% | -2% | 3%
COc1cccc(NC(=O)C2CCCN(S(=O)(=O)c3ccc(-n4cnnn4)cc3)C2)c1 (centres undefined) | -0.3% | -1% | 3 | 6% | ? | -2% | 2% | 6% | 6% | -1%
Cc1onc(-c2c(Cl)cccc2Cl)c1C(=O)NC1CCCCC1 | -0.6% | -2% | 6 | 4% | -11% | -6% | 9% | 0% | -13% | -3%
Cc1ccccc1Nc1cc(C(=O)NCc2ccco2)c2ccccc2n1 | -0.6% | -4% | -3 | -5% | ? | -2% | 4% | -8% | -10% | 1%[46.1 µM]
CCCn1c(=O)[nH]c(=O)c2c1nc(-c1ccc3c(c1)OCCO3)n2CCN1CCOCC1 | -0.1% | -26% | -1 | 14% | 24% | -6% | 2% | 8% | -5% | 3%
COCCSc1nnc(NC(=O)Cc2ccc(OC)c(OC)c2)s1 | -0.7% | -3% | ? | -1% | ? | -6% | 0% | 19% | -33% | -2%
CSc1nnc(SCC#N)s1 | 0.4% | -3% | 10 | 14% | 13% | -6% | 36% | -8% | 6% | 2%
COc1ccccc1NS(=O)(=O)c1cc(C(=O)NC2CC(C)(C)NC(C)(C)C2)ccc1Cl | . | . | . | . | . | -10% | . | 14% | 4% | -2%
CS(=O)(=O)N(CC(=O)N1CCN(Cc2ccccc2)CC1)C1CCCCC1 | 0.1% | -5% | 0 | 3% | 2% | 1% | 1% | -6% | -11% | 7%

The closing 2 records of the section before are carried over, then new ones follow:
SMILES | B2AR arrestin | p53 reactivator | TRPV1 agonist | MLL CXXC-DNA inh | ELG1 repair inh | TSG101-PTAP inh | AT treatment | a7 integrin act | BRCA1 expr up | TCR act
COc1ccccc1NS(=O)(=O)c1cc(C(=O)NC2CC(C)(C)NC(C)(C)C2)ccc1Cl | . | . | . | . | . | -10% | . | 14% | 4% | -2%
CS(=O)(=O)N(CC(=O)N1CCN(Cc2ccccc2)CC1)C1CCCCC1 | 0.1% | -5% | 0 | 3% | 2% | 1% | 1% | -6% | -11% | 7%
O=C(Cc1ccc(Cl)cc1)Nc1ccccc1Sc1ccccc1 | -0.6% | 10% | -3 | 3% | 3% | -3% | 22% | 6% | -22% | 7%[46.1 µM]
COc1ccc(CN2C(=NC(=O)C3CC3)SC3CS(=O)(=O)CC32)cc1OC (centres undefined) | -0.4% | -3% | 1 | -18% | 14% | 0% | 11% | -17% | 2% | -4%
CCCN1CCC(N(CCc2ccccc2)Cc2ccccc2)CC1 | -0.7% | . | -3 | 2% | -12% | -2% | 1% | -36% | -20% | 1%
Cc1cccc(NC(=O)C(=O)NCC2CCCN2S(=O)(=O)c2ccccc2)c1 (centres undefined) | -0.1% | -3% | -3 | . | 0% | -1% | 5% | -10% | 1% | 2%
O=C(CN(c1cccc(Br)c1)S(=O)(=O)c1ccccc1)N/N=C/c1cc([N+](=O)[O-])ccc1O | . | . | . | . | . | -4% | . | -45% | -63% | 1%
O=C(CCS(=O)(=O)c1ccccc1)Nc1nc2ccc(F)cc2s1 | -1.8% | ? | 6 | . | 0% | -1% | . | -47%[inhibitor] | -23% | 2%
Cc1c(C(=O)Nc2cccc([N+](=O)[O-])c2)sc2ncn(CC(=O)N3CCOCC3)c(=O)c12 | 0.2% | -16% | 0 | -2% | -4% | -4% | -3% | 4% | 2% | -4%
COc1cc(C(=O)N2CCN(C(=O)c3cc(-c4ccccc4)n[nH]3)CC2)cc(OC)c1OC | -0.6% | -4% | -4 | 44%[activator] | 10% | -4% | -5% | 0% | 3% | 8%
CCN(CC)c1cc(C)c2cc(NC(=O)c3ccccc3F)ccc2n1 | 0.2% | -5% | 22 | 34%[activator] | 7% | 0% | 4% | -17% | 31% | -3%
COc1cccc(S(=O)(=O)NCc2ccc(C(=O)Nc3cccc(Cl)c3)cc2)c1 | 2.8% | -4% | 1 | 8% | 18µM* | -1% | -3% | -57%[inhibitor] | -73% | 1%
Cc1ccc(S(=O)(=O)N2[C@@H](c3ccc(F)cc3)C(C(=O)O)=CC[C@H]2c2ccc(C(C)C)cc2)cc1 | -2.7% | 4% | 0 | . | 3% | -6% | 8% | 15% | -9% | -3%
O=C(Nc1nccs1)c1ccc(-c2ccc(Cl)cc2)o1 | -0.6% | 4% | 23 | -12% | ? | -1% | 5% | 0% | ? | 6%
CS(=O)(=O)c1[nH]nc(-c2ccccc2Cl)c1C#N | -0.4% | 2% | 3 | -11% | 5% | -1% | 28% | 4% | -19% | -3%
Cc1oc(-c2ccoc2)nc1CN(Cc1ccccc1)CC1CC1 | -0.2% | -4% | ? | -3% | -3% | -1% | 4% | 11% | -4% | -2%
COc1ccccc1N1CC(C(=O)Nc2nnc(SCC(=O)N3CCOCC3)s2)CC1=O (centres undefined) | -1.4% | 10% | -1 | 1% | 0% | -3% | 1% | 0% | -2% | 0%

Whole records, quoted from the list.
Shown for Cc1cccc(NC(=O)C(=O)NCC2CCCN2S(=O)(=O)c2ccccc2)c1 (centres undefined) : B2AR arrestin = -0.1%; p53 reactivator = -3%; TRPV1 agonist = -3; MLL CXXC-DNA inh = .; ELG1 repair inh = 0%; TSG101-PTAP inh = -1%; AT treatment = 5%; a7 integrin act = -10%; BRCA1 expr up = 1%; TCR act = 2%
Shown for CCCN1CCC(N(CCc2ccccc2)Cc2ccccc2)CC1 : B2AR arrestin = -0.7%; p53 reactivator = .; TRPV1 agonist = -3; MLL CXXC-DNA inh = 2%; ELG1 repair inh = -12%; TSG101-PTAP inh = -2%; AT treatment = 1%; a7 integrin act = -36%; BRCA1 expr up = -20%; TCR act = 1%

(list continues)
SMILES | B2AR arrestin | p53 reactivator | TRPV1 agonist | MLL CXXC-DNA inh | ELG1 repair inh | TSG101-PTAP inh | AT treatment | a7 integrin act | BRCA1 expr up | TCR act
CC(C)(C)c1ccc(C(CC(=O)O)NC(=O)C23CC4CC(CC(C4)C2)C3)cc1 (centres undefined) | 0.6% | -8% | -3 | -14% | 1% | -1% | 17% | 7% | 0% | 4%
O=C(C1CCCO1)N1CCN(c2c3c(nc4cc(-c5ccc(F)cc5)nn24)CCC3)CC1 (centres undefined) | -0.7% | ? | ? | 10% | ? | -3% | 4% | -23% | -17% | 5%
CCOC(=O)C1CCCN(C(=O)C2COc3ccccc3O2)C1 (centres undefined) | . | . | . | . | . | -3% | . | 0% | -6% | 1%
CCc1ccc(S(=O)(=O)NCCc2cn3ccsc3n2)s1 | -0.1% | -4% | . | -9% | -17% | -3% | 13% | -3% | 19% | -6%
COc1cccc(/C=C2\SC(=S)N(NS(=O)(=O)c3ccc(C)cc3)C2=O)c1OC | -0.2% | 5% | 2 | 9% | 26% | . | -12% | . | . | .
O=C(N/N=C/c1cccc([N+](=O)[O-])c1)c1c[nH]c2ccccc12 | -0.7% | 9% | 1 | 1% | 4% | 0% | -7% | 17% | 36% | 4%
CC(=O)Nc1ccc(S(=O)(=O)Nc2ccc3c(c2)OCCO3)cc1 | 0.0% | 0% | -3 | 10% | -8% | 0% | -3% | -10% | -8% | -2%
CCc1nnc(NC(=O)CN2C(=O)NC3(CC(C)CC(C)(C)C3)C2=O)s1 (centres undefined) | 0.1% | -19% | 1 | -5% | -11% | -2% | 8% | 8% | -1% | -4%
CC1(C)Cc2c(sc3nc4n(c(=N)c23)CCCCC4)CO1 | -0.6% | 8% | 0 | 3% | ? | -11% | 10% | -5% | 65% | 1%
